E-sel inducer: E-selectin induction in HUVECs, primary screen, imaging, HUVEC, immunofluorescence imaging, single point. normalized: neutral wells 0, TNF-alpha wells 100. activation, % at 7.58 µM. P16581. 260,000 compounds, 0.37% hits;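 active = mean E-selectin-positive cell signal at least 10% of the positive control, reached in at least 60% of replicates, without over 20% cell loss; inconclusive = no rule given, readout overlaps actives, possibly toxicity-flagged; inactive = the rest, including those meeting only one limit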;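 note: in these data hits start at about 27%; measured in HUVEC primary endothelial cells; signal is the percent of cells scored E-selectin positive by PE staining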
Target sequence (P16581 whole entry, looked up): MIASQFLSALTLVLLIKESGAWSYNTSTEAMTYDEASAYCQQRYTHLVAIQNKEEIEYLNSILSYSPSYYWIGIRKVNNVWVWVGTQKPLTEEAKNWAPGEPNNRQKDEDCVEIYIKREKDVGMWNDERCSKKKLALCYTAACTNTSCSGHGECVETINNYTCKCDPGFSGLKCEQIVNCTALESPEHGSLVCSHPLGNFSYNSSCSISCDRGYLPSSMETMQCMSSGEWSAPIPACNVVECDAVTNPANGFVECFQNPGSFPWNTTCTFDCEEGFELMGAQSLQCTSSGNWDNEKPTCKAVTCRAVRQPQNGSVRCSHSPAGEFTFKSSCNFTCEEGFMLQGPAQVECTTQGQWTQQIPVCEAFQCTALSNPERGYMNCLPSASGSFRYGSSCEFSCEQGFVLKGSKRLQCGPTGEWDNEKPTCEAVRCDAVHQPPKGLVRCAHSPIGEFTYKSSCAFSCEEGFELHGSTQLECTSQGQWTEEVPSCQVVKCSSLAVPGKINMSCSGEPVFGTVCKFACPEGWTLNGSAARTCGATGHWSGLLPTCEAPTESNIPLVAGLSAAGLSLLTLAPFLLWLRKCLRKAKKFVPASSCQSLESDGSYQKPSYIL
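System: HUVEC / Compound: single concentration / Signal: immunofluorescence imaging / Read-out: percent E-selectin-positive cells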
Statin myotox sup: suppressors of statin myotoxicity in C2C12 myotubes, primary screen, cell-based, single point, plate reader. C2C12 myotubes + simvastatin, ATP luminescence, 48 h; scaled: DMSO 0, geranylgeraniol control 100. rescue of ATP level, % at 7.49 µM. 330,000 compounds, 0.78% hits;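 active = mean ATP rescue above about 67%, or every replicate alone reaching that limit, limit read from the data, passing the limit was not always enough; inconclusive = no clear call, values can overlap the other calls; inactive = mean under the limit and some replicate under it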;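 note: myotubes were challenged with 10 µM simvastatin during compound exposure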
PglD DTNB: C. jejuni PglD acetyltransferase inhibitors, primary screen, biochemical, DTNB colorimetric, single point; inhibition, % at 12.5 µM; purified PglD enzyme, DTNB colorimetric CoA detection; 360,000 compounds, 0.098% hits; UDP-N-acetylbacillosamine N-acetyltransferase PglD (Campylobacter jejuni); in the data active = inhibition above about 16%, passing the limit was not always enough; inconclusive = no clear call, values can overlap the other calls; note: strong numbers were not always called active
SIRT5 block: SIRT5 desuccinylase inhibitors, primary screen, biochemical, fluorescence imaging, single point, set 5; AID 652115, 2013; inhibition, % at 15 µM; 330,000 compounds, 1.1% hits; Purified SirT5, succinyl-peptide AMC, trypsin-coupled fluorescence; NAD-dependent protein deacylase sirtuin-5, mitochondrial (Homo sapiens), Q9NXA8; in the data active = inhibition above about 15%; inconclusive = no clear call, values can overlap the other calls
S100A4 inh HTS: inhibitors of S100A4-myosin IIA peptide binding, primary screen, biochemical, fluorescence polarization, TAMRA-MyoIIA peptide | 360,000 compounds, 0.14% hits | inhibition, % at 10.7 µM | Protein S100-A4 (Homo sapiens), P26447;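 active = mean inhibition of at least 70% across replicates, with every replicate also reaching that level; inconclusive = mean inhibition reaches 70% but some replicates fall short; inactive = mean inhibition below 70%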
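Material: S100A4 monomer (human). Medium: Calcium-containing HEPES buffer, pH 7.2. Probe or stimulus: labelled myosin peptide probe, 5 nM. Compound dosing: one concentration per compound. Timing: polarization read 5 min after assay mix addition, stable 5–60 min. Benchmarks: DMSO as neutral control, TFP as positive control.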
ERp5 block: inhibitors of ERp5-driven insulin aggregation, primary screen, biochemical, turbidity, absorbance 650 nm, single point; Protein disulfide-isomerase A6 (Homo sapiens), Q15084; 90 min; inhibition, % at 9.99 µM; 350,000 compounds, 0.05% hits;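 active = mean replicate inhibition above about 25%, with every replicate also reaching it, limit read from the data, passing the limit was not always enough; inconclusive = only one of those two criteria met; inactive = neither criterion met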
Target sequence (Q15084 whole entry, looked up): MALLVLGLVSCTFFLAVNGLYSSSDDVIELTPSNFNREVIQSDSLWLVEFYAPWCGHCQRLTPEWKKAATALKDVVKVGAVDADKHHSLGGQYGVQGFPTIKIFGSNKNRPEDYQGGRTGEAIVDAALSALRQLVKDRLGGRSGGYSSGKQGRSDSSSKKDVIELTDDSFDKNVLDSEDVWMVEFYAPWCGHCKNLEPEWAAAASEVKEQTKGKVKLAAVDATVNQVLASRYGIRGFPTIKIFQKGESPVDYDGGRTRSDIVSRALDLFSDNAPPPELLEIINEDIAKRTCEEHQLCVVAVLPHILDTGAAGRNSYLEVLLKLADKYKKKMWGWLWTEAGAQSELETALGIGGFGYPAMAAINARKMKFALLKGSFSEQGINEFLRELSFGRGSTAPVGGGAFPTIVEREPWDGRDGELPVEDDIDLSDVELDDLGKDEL
DENV2 CPE: inhibitors of DENV2 cytopathic effect, primary screen, cell-based, plate reader, single concentration; DENV2-infected cells, cytopathic effect rescue; CPE inhibition, % at 9.99 µM; 350,000 compounds, 1.7% hits; in the data active = CPE inhibition above about 20%, passing the limit was not always enough; inconclusive = no clear call, values can overlap the other calls; tested in BHK-21 cells;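 note: 0% = median of neutral control wells and 100% = median of positive control wells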
Numbers without * were called inactive; ? = inconclusive; · = not tested or not shown; & = joins results of further samples. Some of the compounds tested (hit frequency here may not be typical).

(1) COc1cc(/C=C(\C#N)C(=O)Nc2cccc(C(=O)O)c2)ccc1OCc1ccc(C)cc1
(2) Cc1ccc(S(=O)(=O)CCC(=O)Nc2nnc(-c3ccccc3S(C)(=O)=O)o2)cc1
(3) CC1CN=C(NS(=O)(=O)c2ccccc2)N1 (stereo not drawn)
(4) COc1ccc(C(=O)NC(CC(=O)O)c2cc([N+](=O)[O-])ccc2Cl)cc1 (stereo not drawn)
(5) Cc1ccc(CCNC(=O)C2CCN(S(=O)(=O)c3ccc4c(c3)NC(=O)CO4)CC2)cc1
(6) COc1ccc(CCC(=O)NCc2cn3ccc(C)cc3n2)cc1
(7) COc1ccc(C2CC(=O)Oc3cc(C)cc(C)c32)cc1 (stereo not drawn)
(8) COc1ccc(-n2nc(C(=O)NCC(=O)N3CC(C)CC(C)C3)c3ccccc3c2=O)cc1OC (stereo not drawn)
(9) Cc1ccc(Nc2cc(C)nc3c(C)ccc([N+](=O)[O-])c23)cc1
(10) C[C@@H]1CN([C@@H](C)CO)C(=O)c2cc(C#Cc3ccc(F)cc3)cnc2O[C@@H]1CN(C)S(C)(=O)=O
Screen / compound no.,1,2,3,4,5,6,7,8,9,10
E-sel inducer,0.0,2.7,0.1,·,·,-0.6,·,-0.1,6.5,0.7
S100A4 inh HTS,2,-2,-10,1,-2,21,-5,1,0,-13
DENV2 CPE,3,-13,-4,1,-6,-1,-1,8,3,6
Statin myotox sup,·,-14,·,·,4,3,-11,0,·,20
PglD DTNB,1,·,-2,-2,-1,6,4,4,·,3
ERp5 block,1,-28,6,4,3,-1,0,2,1,-6
SIRT5 block,3,2,-4,1,-5,-1,-3,-1,-1,-4

(11) C=CCN1C(=O)c2ccc(C(=O)OCC(=O)Nc3ccccc3OC)cc2C1=O
(12) O=C(Nc1nnc(SCc2cccc(F)c2)s1)c1ccco1
(13) CCOCCCNC(=S)N(CCN(C)C)Cc1cc2cc3c(cc2[nH]c1=O)OCCO3
(14) Cc1ccc2nc(SCC(=O)N3CC(C)OC(C)C3)nc(=O)n2c1 (stereo not drawn)
(15) Cc1cc(C)cc(N(CC(=O)NC(C)(C)C)C(=O)CCC(=O)Nc2ccccn2)c1
(16) CN(C)C(=O)C[C@H]1C=C[C@H](NC(=O)NC2CCCC2)[C@H](CO)O1
(17) C[C@@H]1CN([C@@H](C)CO)C(=O)c2cc(C#Cc3cccc(F)c3)cnc2O[C@@H]1CN(C)CC1CCOCC1
(18) COc1ccc(C(CNC(=O)CCNS(=O)(=O)c2ccccc2C(F)(F)F)N2CCOCC2)cc1 (stereo not drawn)
(19) CCCC#Cc1ccc2c(c1)O[C@H](CN(C)C(=O)C1CCC1)[C@@H](C)CN([C@H](C)CO)S2(=O)=O
(20) O=C(CSC(=S)N1CCCCC1)c1c(F)cccc1F
Screen / compound no.,11,12,13,14,15,16,17,18,19,20
E-sel inducer,5.5,0.4,0.2,-0.1,·,-0.8,-0.1,2.1,1.4,·
S100A4 inh HTS,-2,20,5,-3,-4,-4,8&-3,4,-6,-1
DENV2 CPE,2,?,0,-2,2,·,-7&-6,-5,9,6
Statin myotox sup,2,·,-2,4,10,1,-14&-46,-6,7,·
PglD DTNB,-1,·,-1,0,-2,0,1&4,-5,2,·
ERp5 block,-10,-2,2,-8,-3,0,-4&3,3,-11,0
SIRT5 block,-4,3,-4,2,-1,0,0&-3,1,1,-2

(21) CCc1ccc(OCC(=O)NNC(=O)CNC(=O)c2ccc(Br)o2)cc1
(22) COc1ccc2c(c1)CCC1C2=NN(/C(C)=C\C(C)=O)C1c1ccc(F)cc1 (stereo not drawn)
(23) O=C(CCC(=O)c1cccs1)NCc1cccnc1
(24) Cc1cc(C)cc(NC(=O)C(=S)NCc2ccccc2)c1
(25) CCCCN1C(=O)C(CC(=O)NCCCCc2ccccc2)CC(C(=O)N(C(C)C)C(C)C)=C1C (stereo not drawn)
(26) C=CCC1(CC=C)CCCN1C(=O)CC1C(=O)NCCN1Cc1cccc(OC)c1 (stereo not drawn)
(27) CCOC(=O)C1(C)CCCCN1C(=O)c1cccs1 (stereo not drawn)
(28) COC(=O)c1cccc2c1NC(=O)C2=O
(29) Cc1ccc(NC(=O)CCCCCN2C(=O)[C@@H]3Cc4ccccc4CN3C2=O)c(C)c1
(30) COc1ccc(S(=O)(=O)N(C)C[C@@H]2Oc3ccc(NC(=O)c4ccncc4)cc3CC(=O)N([C@H](C)CO)C[C@H]2C)cc1
Screen / compound no.,21,22,23,24,25,26,27,28,29,30
E-sel inducer,-0.7,·,0.3,1.2,·,-5.0,-0.1,·,-0.1,-2.2
S100A4 inh HTS,-4,-1,-1,-3,-1,-51,-2,0,0,7
DENV2 CPE,8,-2,11,12,-1,-2,-7,12,-4,4
Statin myotox sup,2,·,1,5,-2,-8,-5,·,1,12
PglD DTNB,3,·,-3,6,-1,4,-2,-5,·,-2
ERp5 block,-11,-1,0,0,4,5,3,0,-1,-5
SIRT5 block,-2,-2,2,-1,2,1,-1,-1,-1,-5

(31) Cc1ccc(Cn2c(C(C)Nc3nc(-c4ccc(Cl)cc4)cs3)nc3cc(C(=O)NCCCO)ccc32)cc1 (stereo not drawn)
(32) Cc1nc2c(C)cccc2cc1C(=O)N/N=C/c1cccnc1
(33) Cc1ccc(-n2ncc(C(=O)Nc3cc(Cl)ccc3C)c2C2CCNCC2)cc1C
(34) COc1ccc(CN2C(=O)c3ccccc3C2(C)c2nc3ccccc3[nH]2)cc1 (stereo not drawn)
(35) COc1cccc(-c2cnc3c(c2)C(=O)N([C@H](C)CO)C[C@@H](C)[C@H](CN(C)Cc2ccc(C(=O)O)cc2)O3)c1
(36) NC1=NC[C@@H](Cc2ccc(O)cc2)N1CCc1cc(C(F)(F)F)cc(C(F)(F)F)c1
(37) Cc1cc(C(=O)COC(=O)c2ccc(F)cc2)c(C)n1C
(38) CC(NC(=O)CCc1nnc(CCCc2ccccc2)o1)c1ccccc1 (stereo not drawn)
(39) Cc1cc(C)c2cc(CN(Cc3cccnc3)C(=O)c3ccc(F)cc3)c(Cl)nc2c1
(40) COc1ccc(C(CNC(=O)c2ccc(-c3nc4ccccc4s3)o2)N2CCCC2)cc1 (stereo not drawn)
Screen / compound no.,31,32,33,34,35,36,37,38,39,40
E-sel inducer,0.2,5.5,·,5.1,0.0,·,2.6,·,·,·
S100A4 inh HTS,-9,3,0,-2,6,-27,-4,-5,-10,-7
DENV2 CPE,12,3,4,-13,2,-14,-3,2,-2,-5
Statin myotox sup,-94,-8,0,·,-15,-9,4,·,18,-29
PglD DTNB,0,1,2,·,1,-2,-5,·,-5,-3
ERp5 block,3,-1,6,2,3,0,-1,-9,2,-16
SIRT5 block,·,-4,-3,-2,-8,·,3,1,4,-2

(41) CO[C@H]1CN(C)C(=O)c2ccc(NC(=O)C3CC3)cc2OC[C@@H](C)N(CCc2ccccc2)C[C@@H]1C
(42) COc1ccccc1S(=O)(=O)N1C[C@@H](O)COC[C@@H]2O[C@H](CC(=O)O)CC[C@H]21
(43) CO[C@H]1CN(C)C(=O)c2cccc(C#N)c2OCC[C@@H]2CC[C@@H](OC)[C@@H](CN(C)C(=O)[C@H]1C)O2
(44) CC(=O)Nc1ccc(OC(=O)N2CCCC2)cc1
(45) O=S(=O)(c1ccccc1)c1nc(-c2ccccc2Cl)oc1NCCCN1CCOCC1
(46) Cc1ccc2c(c1)C(c1ccccc1)N(C(=O)c1ccc(Br)cc1)CC(=O)N2 (stereo not drawn)
(47) CO[C@@H]1CN(C)C(=O)c2ccc(NC(=O)Cc3ccccc3)cc2OC[C@H](C)N(CC2CC2)C[C@@H]1C
(48) C[C@@H]1CN([C@@H](C)CO)C(=O)c2cc(-c3ccc(F)cc3)cnc2O[C@@H]1CN(C)C(=O)Cc1ccccn1
(49) C#CCNC(=O)C1=C[C@@H](c2ccc(Br)cc2)C[C@@H](OCc2ccc(CO)cc2)O1
(50) Cc1ccccc1NC(=O)CCN1CCN(CCO)CC1
Screen / compound no.,41,42,43,44,45,46,47,48,49,50
E-sel inducer,-0.4,0.1,2.2,-0.2,-0.1,0.1,-0.4,-0.4,0.3,2.2
S100A4 inh HTS,5,-1,-6,-12,-2,-5,1,4,-21&-4,0
DENV2 CPE,-8,-5,0,1,-7,2,4,-2,7&11,-7
Statin myotox sup,-7,0,-11,3,0,54,-3,1,-25,-10
PglD DTNB,0,0,0,-2,3,3,2,7,-1&1,-13
ERp5 block,-3,-3,6,19,-1,0,4,2,-4&4,-18
SIRT5 block,1,-2,-7,-10,·,-1,0,2,-2&-4,-2

Compounds above with a COOH group:
(1) COc1cc(/C=C(\C#N)C(=O)Nc2cccc(C(=O)O)c2)ccc1OCc1ccc(C)cc1
(4) COc1ccc(C(=O)NC(CC(=O)O)c2cc([N+](=O)[O-])ccc2Cl)cc1 (stereo not drawn)
(35) COc1cccc(-c2cnc3c(c2)C(=O)N([C@H](C)CO)C[C@@H](C)[C@H](CN(C)Cc2ccc(C(=O)O)cc2)O3)c1
(42) COc1ccccc1S(=O)(=O)N1C[C@@H](O)COC[C@@H]2O[C@H](CC(=O)O)CC[C@H]21
Screen / compound no.,1,4,35,42
E-sel inducer,0.0,·,0.0,0.1
S100A4 inh HTS,2,1,6,-1
DENV2 CPE,3,1,2,-5
Statin myotox sup,·,·,-15,0
PglD DTNB,1,-2,1,0
ERp5 block,1,4,3,-3
SIRT5 block,3,1,-8,-2

(continued)
(51) COc1ccc(CN2C(=O)c3ccccc3C2C(=O)NC2CCCCCC2)c(OC)c1 (stereo not drawn)
(52) O=C(O)CSCC(=O)N1CCCN(c2nc3ccc(Cl)cc3s2)CC1
(53) CCn1ccnc1CN(C)Cc1cn[nH]c1-c1ccc(OC)c(F)c1
(54) Cc1ccc(S(=O)(=O)NCC[C@H]2CC[C@@H](NC(=O)c3cccc(F)c3)[C@H](CO)O2)cc1
(55) CC(=O)N(C)C[C@H]1Oc2cc(-c3ccc(F)cc3)ccc2S(=O)(=O)N([C@@H](C)CO)C[C@@H]1C
(56) O=C(CC12CC3CC(CC(C3)C1)C2)N/N=C/c1ccc([N+](=O)[O-])o1
(57) COc1ccccc1/C=C/C(=O)OCC(=O)Nc1cc(C(F)(F)F)ccc1N1CCOCC1
(58) NC(CO)(CO)COCc1ccccc1
(59) CCCNC(=O)N1C[C@H](O)COC[C@H]2O[C@H](CC(=O)N3CCCCC3)CC[C@@H]21
(60) C[C@H](CO)N1C[C@H](C)[C@@H](CN(C)Cc2cccc(F)c2)Oc2ncc(Br)cc2C1=O
(61) COc1cc(CCC(=O)OCC(=O)NCC2CCCCC2)cc(OC)c1OC
Screen / compound no.,51,52,53,54,55,56,57,58,59,60,61
E-sel inducer,·,0.1,0.8,-0.8,0.5,-2.8,·,0.3,-0.1,-0.4,-2.5
S100A4 inh HTS,2,-6,-1,1,-42,-3,2,0,8,14,22
DENV2 CPE,-4,?,1,?,0,-2,-4,16,2,-6,4
Statin myotox sup,-4,·,15,10,3,·,·,21,1,·,·
PglD DTNB,-2,·,1,0,0,·,·,1,-1,2,·
ERp5 block,-7,3,4,-9,-4,-2,0,2,-1,6,-1
SIRT5 block,-2,2,-1,1,-3,-2,0,-3,10,0,-1

Screens: PubChem, Broad Institute
